Tcruzi prolif: inhibitors of T. cruzi proliferation; T. cruzi beta-gal in NIH3T3, GalScreen luminescence, 90 h; inhibition, % at 8.34 µM; hit rate 5.9% among 77,000; AID 624255;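 active = mean inhibition above about 93%, with at least 55% of replicates each passing it, limit read from the data, passing the limit was not always enough; inconclusive = only one of those two conditions holds; inactive = neither condition holds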
C diff HTS: C. difficile growth inhibition; Clostridium difficile clinical isolate growth, OD600, 24 h; active compounds read low; growth activity, negative = inhibition, % at 16 µg/mL (by protocol); hit rate 0.25% among 86,000;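 active = mean growth activity at or below -80% and every replicate also at or below -80%; inconclusive = mean at or below -80% but some replicate above -80%; inactive = mean growth activity above -80%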;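 also: 0% = DMSO wells and -100% = levofloxacin 16 µg/mL wells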
Pf Dd2 growth: inhibitors of Plasmodium falciparum Dd2 growth; P. falciparum Dd2 growth, SYBR Green, 72 h; active compounds read low; hit rate 2.3% among 94,000; AID 1159554; activity change, % at 10 µM; in the data active = activity change below about -80%; inconclusive = no clear call, values can overlap the other calls
GASC1 inh: blocks human GASC-1 (KDM4C) demethylase activity; inhibition, % at 12.5 µM; hit rate 0.15% among 96,000; GST-KDM4C 2-372, H3K9me3 peptide, LANCE TR-FRET; Q9H3R0;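 active = mean replicate inhibition above about 25%, with at least 55% of replicates also reaching it, limit read from the data, passing the limit was not always enough; inconclusive = only one of those two conditions met; inactive = neither condition met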
Target sequence (Q9H3R0 2-372 limits assumed): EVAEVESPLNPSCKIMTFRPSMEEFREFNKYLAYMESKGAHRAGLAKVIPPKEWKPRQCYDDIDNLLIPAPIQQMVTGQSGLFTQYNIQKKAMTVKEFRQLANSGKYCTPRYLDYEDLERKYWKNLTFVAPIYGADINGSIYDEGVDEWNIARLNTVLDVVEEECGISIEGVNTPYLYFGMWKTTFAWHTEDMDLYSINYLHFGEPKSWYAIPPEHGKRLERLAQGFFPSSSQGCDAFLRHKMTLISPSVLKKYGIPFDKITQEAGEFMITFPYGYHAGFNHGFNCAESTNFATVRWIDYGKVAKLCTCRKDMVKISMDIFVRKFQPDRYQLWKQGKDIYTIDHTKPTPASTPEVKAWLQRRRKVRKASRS
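Material: N-terminal GST-fused human GASC-1 (KDM4C) fragment, residues 2-372. Input: 10 nM enzyme. Incubation: enzyme reaction 30 min, then detection 60 min, both room temperature. Doses: one test concentration per compound. Read-out basis: inhibition from TR-FRET ratio decrease. Detection: LANCE TR-FRET, excitation 340 nm, emissions 618 and 671 nm.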
* = called active by the depositor; ? = inconclusive; . = not tested or not shown; & = joins results of further samples.

SMILES	Tcruzi prolif	C diff HTS	Pf Dd2 growth	GASC1 inh
CCC(=O)Nc1ccc2c(c1)C(=O)N(C)[C@H]1CC[C@H](CC(=O)Nc3cccc(OC)c3)O[C@H]1CO2	8	-2	-6	19
C[C@@H]1CCCCO[C@H](CN(C)S(C)(=O)=O)[C@H](C)CN([C@@H](C)CO)C(=O)c2cc(NS(=O)(=O)c3cccs3)ccc2O1	-16	1	24	0.1
C[C@@H]1CN([C@H](C)CO)C(=O)c2cc(NS(=O)(=O)c3cn(C)cn3)ccc2O[C@@H]1CN(C)Cc1ccc(C(=O)O)cc1	-45	-9	4	14
CO[C@H]1CN(C)C(=O)c2cc(NC(=O)C3CCOCC3)ccc2OC[C@H](C)N(Cc2nccs2)C[C@H]1C	-58	.	22	-1.1
COCC(=O)N1CC2(CCN(C(=O)CN3CCOCC3)CC2)c2c([nH]c3cc(OC)ccc23)[C@@H]1CO	.	-3	-38	-0.9
CO[C@@H]1CN(C)C(=O)c2ccc(NC(=O)Nc3ccccc3Cl)cc2OC[C@H](C)NC[C@H]1C	23	.	-40	-0.7
COc1ccc(CNC(=O)N(C)C[C@H]2OCc3ccccc3-c3c(n(C)c4ccccc34)C(=O)N([C@H](C)CO)C[C@@H]2C)cc1	81	-11	-77	-1.2
O=C(C[C@@H]1C=C[C@H](NC(=O)C2CCC2)[C@@H](CO)O1)NC1CCCCC1	.	0	.	0.6
COc1cccc(CNC(=O)C[C@H]2C=C[C@H](NC(=O)C3CCOCC3)[C@H](CO)O2)c1	17	7	1	0.9
C[C@@H]1CN([C@@H](C)CO)S(=O)(=O)c2ccc(C#Cc3ccncc3)cc2O[C@@H]1CN(C)C(=O)C1CC1	63	.	-23	1.1
COc1cccc(NC(=O)N[C@@H]2CC[C@@H](CC(=O)NCc3ccccn3)O[C@@H]2CO)c1	1	2	-6	-0.5
C[C@@H]1CCCCO[C@@H](CN(C)C(=O)Nc2ccc3c(c2)OCO3)[C@@H](C)CN([C@H](C)CO)C(=O)c2cc(NC(=O)CCC(F)(F)F)ccc2O1	77	-1	5	-0.2
CO[C@H]1CN(C)C(=O)c2ccc(NC(=O)c3ccccc3F)cc2OC[C@H](C)NC[C@@H]1C	.	-1	-4	0.7
CN1c2ccc(-c3cccc(F)c3)cc2[C@H]2[C@H](CCN2C(=O)C2CCCC2)[C@H]1CO	85	62	27	-6.2
CC=Cc1ccc2n(c1=O)C[C@H]1[C@H](CO)[C@@H](C(=O)NCCC)N(C(=O)C3CCOCC3)[C@@H]21 (mixture of isomers)	26	-2	.	1.2
C[C@H]1CN([C@@H](C)CO)C(=O)Cc2cc(NS(=O)(=O)c3ccccc3)ccc2O[C@H]1CN(C)Cc1ccccc1	60	-1	-24	-1.6
O=C(Nc1ccc2c(c1)OCO2)N[C@H]1CC[C@@H](CC(=O)N2CCN(c3ccccc3)CC2)O[C@@H]1CO	28	1	27	-0.2
CCCNC(=O)[C@@H]1[C@@H](CO)[C@@H]2Cn3c(cccc3=O)[C@H]1N2C(=O)C1CC1	38	0	19	-0.2
CC(C)NC(=O)N1[C@H](C#N)[C@H](c2ccc(-c3ccc(F)cc3)cc2)[C@H]1CO	29	11	-77	0.3
CCCNC(=O)C[C@@H]1CC[C@H]2[C@@H](COc3ccc(NC(=O)C4CCCC4)cc3C(=O)N2C)O1	15	-3	6	0.5
CC(C)CC#Cc1ccc2c(c1)O[C@H](CN(C)C(=O)Cc1ccncc1)[C@H](C)CN([C@@H](C)CO)S2(=O)=O	101*	4	-35	-1.2
CCC(=O)N1CCCCN2[C@H](CO)[C@H](c3ccc(C#Cc4ccccc4F)cc3)[C@@H]2C1	120*	-17	-13	-2.6
COc1ccc(S(=O)(=O)Nc2cccc3c2O[C@H](CN(C)C(=O)NC2CCCCC2)[C@@H](C)CN([C@@H](C)CO)C3=O)cc1	19	-3	15	-0.3
Cc1noc(C)c1S(=O)(=O)Nc1ccc2c(c1)C(=O)N([C@@H](C)CO)C[C@@H](C)[C@H](CN(C)S(=O)(=O)c1ccccc1)OCCCC[C@@H](C)O2	-46	1	-38	-0.4
CCS(=O)(=O)Nc1ccc2c(c1)C(=O)N(C)C[C@@H](OC)[C@@H](C)CN(C(=O)C1CCC1)[C@H](C)CO2	-52	-3	0	3.6
CC(C)CC#Cc1ccc([C@H]2[C@@H](CO)N3C(=O)CN(C(=O)NC4CCCC4)C[C@H]23)cc1	.	-8	-46	7.0
C[C@@H]1CN([C@H](C)CO)C(=O)c2cc(NS(=O)(=O)c3ccc(Cl)cc3)ccc2O[C@H]1CN(C)C(=O)Nc1ccc2c(c1)OCO2	-88	2	-5	1.5
C[C@H]1CCCCO[C@H](CN(C)C(=O)Nc2ccc(C(F)(F)F)cc2)[C@@H](C)CN([C@@H](C)CO)C(=O)c2cc(NC(=O)Nc3ccc(C(F)(F)F)cc3)ccc2O1	118*	2	-78	0.3
O=C(C[C@H]1C=C[C@H](NC(=O)C2CCOCC2)[C@@H](CO)O1)Nc1ccc(-c2ccccc2)cc1	-27	.	37	-0.1
C[C@H](CO)N1C[C@H](C)[C@H](CN(C)C(=O)c2ccncc2)OCCCC[C@H](C)Oc2ccc(NS(=O)(=O)c3ccc(Cl)cc3)cc2C1=O	25	.	-23	-0.2
CCCNC(=O)C[C@H]1CC[C@H]2[C@H](COc3ccc(NC(=O)NC(C)C)cc3C(=O)N2C)O1	11	-1	18	-0.2
COCC(=O)Nc1ccc2c(c1)OC[C@@H](C)N(C(=O)c1ccccn1)C[C@H](C)[C@@H](OC)CN(C)C2=O	11	0	8	0.5
O=C(C[C@@H]1C[C@@H]2c3cc(NC(=O)C4CCOCC4)ccc3O[C@@H]2[C@@H](CO)O1)NCCc1ccccc1	-34	0	2	-2.3
O=C(Cc1ccccn1)N[C@H]1CC[C@@H](CCn2cc(-c3cccnc3)nn2)O[C@H]1CO	-6	1	1	1.1
CCCNC(=O)N1[C@@H]2c3ccc(-c4ccccc4OC)c(=O)n3C[C@H]1[C@H](CO)[C@H]2C(=O)NCC	107*	-2	.	-2.1
O=C(C[C@H]1CC[C@H]2[C@@H](COC[C@H](O)CN2CCC(F)(F)F)O1)NCC1CC1	18	.	5	2.5
CC(C)C#Cc1cnc2c(c1)C(=O)N([C@@H](C)CO)C[C@@H](C)[C@H](CN(C)C(=O)c1cnccn1)O2	40	1	7	-0.4
COc1ccc(S(=O)(=O)N(C)C[C@@H]2Oc3ccc(NC(=O)Cn4cnnn4)cc3C(=O)N([C@H](C)CO)C[C@H]2C)cc1	105*	-1	-24	-1.0
COc1ccc(S(=O)(=O)N(C)C[C@@H]2OCCCC[C@H](C)Oc3ccc(NS(=O)(=O)c4c(C)noc4C)cc3C(=O)N([C@@H](C)CO)C[C@H]2C)cc1	-7	-3	?	-1.3
CN(C)c1ccc2c(c1)[C@@H]1C[C@H](CC(=O)N3CCCCC3)O[C@H](CO)[C@@H]1O2	.	1	30	46*
Cc1ccc(S(=O)(=O)N(C)C[C@@H]2OCCCC[C@@H](C)Oc3ccc(NS(C)(=O)=O)cc3C(=O)N([C@@H](C)CO)C[C@@H]2C)cc1	-18	10	-26	1.2
COc1ccc(NC(=O)N(C)C[C@@H]2OCCCC[C@@H](C)Oc3ccc(NS(=O)(=O)c4cn(C)cn4)cc3C(=O)N([C@H](C)CO)C[C@@H]2C)cc1	-91	-8	55	-1.7
CCCNC(=O)N[C@H]1CC[C@H](CCn2cc(C3CCCC3)nn2)O[C@H]1CO	-33	.	17	-1.5
O=C(C[C@H]1CC[C@@H]2[C@H](COC[C@H](O)CN2S(=O)(=O)c2cccc(Cl)c2)O1)NCCCN1CCOCC1	.	-4&-14	7	-0.7
COc1ccc2c3c([nH]c2c1)[C@@H](CO)N(Cc1ccncc1)CC31CN(CC2CCOCC2)C1	.	0	-68	1.1
COc1ccccc1-c1ccc2n(c1=O)C[C@H]1[C@H](CO)[C@@H](C(=O)N3CCCCC3)[C@@H]2N1CC1CC1	11	2	17	1.0
C[C@H]1CN([C@@H](C)CO)C(=O)Cc2cc(NS(=O)(=O)c3ccc(Cl)cc3)ccc2O[C@H]1CN(C)C(=O)Nc1ccccc1	1	-6	8	2.4
COc1ccccc1NC(=O)N[C@H]1CC[C@H](CCNS(=O)(=O)c2ccc(C)cc2)O[C@@H]1CO	.	3	8	0.2
Cc1ccc(S(=O)(=O)Nc2ccc3c(c2)CC(=O)N([C@H](C)CO)C[C@@H](C)[C@@H](CN(C)Cc2ccc(C(F)(F)F)cc2)O3)cc1	89	.	10	-1.9
CCC(=O)N1C[C@H](C)[C@H](OC)CN(C)C(=O)c2cc(NC(=O)Nc3ccc(Cl)cc3)ccc2OC[C@@H]1C	7	.	-22	3.1

Quoted from the entries so far (9 entries):
SMILES	Tcruzi prolif	C diff HTS	Pf Dd2 growth	GASC1 inh
COc1ccc(NC(=O)N(C)C[C@@H]2OCCCC[C@@H](C)Oc3ccc(NS(=O)(=O)c4cn(C)cn4)cc3C(=O)N([C@H](C)CO)C[C@@H]2C)cc1	-91	-8	55	-1.7
CCCNC(=O)N[C@H]1CC[C@H](CCn2cc(C3CCCC3)nn2)O[C@H]1CO	-33	.	17	-1.5
O=C(C[C@H]1CC[C@@H]2[C@H](COC[C@H](O)CN2S(=O)(=O)c2cccc(Cl)c2)O1)NCCCN1CCOCC1	.	-4&-14	7	-0.7
COc1ccc2c3c([nH]c2c1)[C@@H](CO)N(Cc1ccncc1)CC31CN(CC2CCOCC2)C1	.	0	-68	1.1
COc1ccccc1-c1ccc2n(c1=O)C[C@H]1[C@H](CO)[C@@H](C(=O)N3CCCCC3)[C@@H]2N1CC1CC1	11	2	17	1.0
C[C@H]1CN([C@@H](C)CO)C(=O)Cc2cc(NS(=O)(=O)c3ccc(Cl)cc3)ccc2O[C@H]1CN(C)C(=O)Nc1ccccc1	1	-6	8	2.4
COc1ccccc1NC(=O)N[C@H]1CC[C@H](CCNS(=O)(=O)c2ccc(C)cc2)O[C@@H]1CO	.	3	8	0.2
Cc1ccc(S(=O)(=O)Nc2ccc3c(c2)CC(=O)N([C@H](C)CO)C[C@@H](C)[C@@H](CN(C)Cc2ccc(C(F)(F)F)cc2)O3)cc1	89	.	10	-1.9
CCC(=O)N1C[C@H](C)[C@H](OC)CN(C)C(=O)c2cc(NC(=O)Nc3ccc(Cl)cc3)ccc2OC[C@@H]1C	7	.	-22	3.1

Continued.
SMILES	Tcruzi prolif	C diff HTS	Pf Dd2 growth	GASC1 inh
COCC(=O)N1[C@H](C#N)[C@H](c2ccccc2)[C@H]1CO	86	1	14	-5.5
CN(C)CC(=O)N[C@H]1CC[C@@H](CC(=O)NCCN2CCCCC2)O[C@H]1CO	-52	5	6	0.7
C[C@H]1CN([C@@H](C)CO)C(=O)c2cccc(NC(=O)NC3CCCCC3)c2O[C@@H]1CN(C)S(C)(=O)=O	.	1	-3	3.5
CO[C@H]1CC[C@H]2CCN(C)C(=O)[C@H](C)[C@H](OC)CN(C)C(=O)c3cccc(C#N)c3OC[C@@H]1O2	-5	.	13	0.3
CC(C)NC(=O)N(C)C[C@H]1Oc2ccc(NC(=O)c3ccncc3)cc2CC(=O)N([C@H](C)CO)C[C@H]1C	.	1&0	-15	-4.7
COc1ccc(CN(C)C[C@@H]2OCCCC[C@@H](C)Oc3ccc(NC(=O)CCC(F)(F)F)cc3C(=O)N([C@H](C)CO)C[C@@H]2C)cc1	-125	-7	-22	1.3
CCNC(=O)Nc1ccc2c(c1)C(=O)N(C)[C@@H]1CC[C@@H](CC(=O)NCC3CC3)O[C@H]1CO2	-7	7	6	-1.0
N#C[C@@H]1[C@@H](c2ccccc2)[C@@H](CO)N1C(=O)c1ccccc1F	-31	6	26	-0.8
COCC(=O)N(C)C[C@H]1Oc2ncc(/C=C/c3ccccc3)cc2C(=O)N([C@@H](C)CO)C[C@H]1C	-44	3	-4	-0.6
C[C@@H]1CCCCO[C@@H](CN(C)C(=O)Nc2ccccc2)[C@@H](C)CN([C@H](C)CO)C(=O)c2cc(NC(=O)Nc3ccc(C(F)(F)F)cc3)ccc2O1	.	-2	29	0.5
COc1ccc(S(=O)(=O)N(C)C[C@@H]2OCCCC[C@H](C)Oc3ccc(NC(=O)CCC(F)(F)F)cc3C(=O)N([C@H](C)CO)C[C@H]2C)cc1	31	11	-62	-0.8
C[C@H]1CN([C@@H](C)CO)C(=O)Cc2cc(NS(=O)(=O)c3cccs3)ccc2O[C@H]1CN(C)C(=O)Nc1ccc(C(F)(F)F)cc1	14	-5	9	-2.4
O=C(Nc1cc(F)ccc1F)N1CC(=O)N2[C@H](C1)[C@H](c1ccc(-c3ccc(F)cc3)cc1)[C@@H]2CO	.	-2	-1	-0.3
CCC(=O)N1C[C@H](C)[C@H](OC)CN(C)C(=O)c2cc(NC(=O)c3ccc(F)cc3)ccc2OC[C@H]1C	43	.	8	2.0

Screens (PubChem BioAssay)
